IL1B NFkB pot: enhances IL-1B driven NFkB nuclear translocation | 94,000 tested, 0.3% active | activation, % at 2 µM | HUVEC IL-1B NFkB p65 nuclear translocation imaging;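 active means activation above 40%, about the mean plus 3 SD, also judged a hit on visual image review; inconclusive means activation above 40% but not a hit on visual review; inactive means activation not above 40% and no visual hit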;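 further: percent activation is computed from the nuclear over cytoplasmic p65 intensity ratio; values of inactives mirror those of a sister screen read the other way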
IL1B NFkB inh: blocks IL-1B driven NFkB nuclear translocation in HUVEC cells; HUVEC IL-1B NFkB p65 nuclear translocation imaging; inhibition, % at 2 µM; 94,000 tested, 0.43% active; AID 796;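 active means inhibition above about 30% together with a positive call from visual inspection of the well image, limit read from the data; inconclusive means inhibition above a set limit but visual check negative; inactive means inhibition not above a set limit, visual check negative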;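 further: nuclear over cytoplasmic p65 intensity ratio measured by imaging; 0% = IL-1B stimulated DMSO wells and 100% = unstimulated DMSO wells; values of inactives mirror those of a sister screen read the other way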
MRP reversal: MRP-mediated drug resistance reversal. H69AR cells + 2 uM doxorubicin, CellTiter-Glo, 72 h. differential viability (reversal), % at 10 µM. 85,000 tested, 0.04% active. AID 602;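 active means viability drop by adding the cancer drug above about 55%, with treated viability meeting a 40% cutoff, limit read from the data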;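 further: viability without doxorubicin minus viability with 2 µM doxorubicin for each compound; larger differential means the compound sensitizes cells more to doxorubicin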
PLAP inhibitors HTS: inhibition of human placental alkaline phosphatase – biochemical, luminescence, HTS (AID 690); purified PLAP, luminescent substrate; higher % means a stronger effect; inhibition, % at 20 µM; hits with a dose series show IC50 in µM; 96,000 tested, 0.08% active; in the data active means a potency from the dose series; inactive means the rest, 99 in 100 with inhibition below about 30%; further: strong numbers were not always called active
Bcl-B TR3 displacers: displacers of TR3 peptide from Bcl-B, primary screen, selectivity assay for Bfl-1 inhibitor project, biochemical, fluorescence polarization. AID 748. displacement, % at 20 µM; hits with a dose series show IC50 in µM. 96,000 tested, 0.11% active. FP displacement of FITC-TR3 peptide from Bcl-B; higher % means a stronger effect;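 active means displacement above 50% at 20 µM plus a fluorescence interference ratio under 1.5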;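 further: plate controls were wells without compound for no effect and wells lacking Bcl-B protein for full effect; a part of the inactive calls stands beside numbers as strong as those of hits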
MRP reversal cytotoxicity: also measured in MRP reversal; calls as there; viability, %; H69AR cells, CellTiter-Glo, 72 h; measured here: cytotoxicity without doxorubicin
MRP reversal with doxorubicin: second read-out of MRP reversal, no call of its own (marks repeat the call); viability, %; measured here: viability with 2 uM doxorubicin; hits give low values
IL1B NFkB inh cell count 2 µM: second read-out of IL1B NFkB inh, no call of its own (marks repeat the call); cell count; measured here: cells passing quality filter;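 raw number of nuclei counted in each imaged well without normalization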
IL1B NFkB pot cell count 2 µM: also measured in IL1B NFkB pot; calls as there; cell count; measured here: cells passing quality filter
* = called active by the depositor; ? = inconclusive; / = no result given. An excerpt; count on the stated rates, not on these rows.

SMILES	IL1B NFkB pot	IL1B NFkB pot cell count 2 µM	IL1B NFkB inh	IL1B NFkB inh cell count 2 µM	MRP reversal	MRP reversal cytotoxicity	MRP reversal with doxorubicin	PLAP inhibitors HTS	Bcl-B TR3 displacers
CC(C)n1nc(C(=O)OCC(=O)c2c[nH]c3ccccc23)c2ccccc2c1=O	7.8	57	-7.8	57	-1.8	81.4	83.2	0.6%	-4.3%
Cc1ccc(C)c2c1[nH]c1ccc([N+](=O)[O-])cc12	25.4	201	-25.4	201	13.3	93.0	79.7	28.3%	10.9%
Cc1cccc(NC(=O)CN2C(=O)NC(C)(c3ccc4c(c3)OCO4)C2=O)c1 (stereo not given)	34.5	154	-34.5	154	/	/	/	34.9%	-6.6%
O=C(c1cccc(N2CCCC2=O)c1)N1CCN(c2ccccc2)CC1	9.4	134	-9.4	134	8.4	100.9	92.5	/	/
CC1CCN(C(c2cccs2)c2nnnn2Cc2ccccc2)CC1 (stereo not given)	27.5	171	-27.5	171	7.7	87.1	79.4	27.2%	0.5%
Cc1ccc(-n2nc(C)c3c2OC(N)=C(C#N)C3c2ccccc2F)cc1 (stereo not given)	?	/	-47.7	146	1.7	99.2	97.6	-4.0%	-2.4%
Nc1c(N(C(=O)Nc2ccc(Cl)c(Cl)c2)C2CCCC2)c(=O)[nH]c(=O)n1Cc1ccccc1	-5.7	135	5.7	135	/	/	/	23.3%	-8.5%
O=C1c2ccccc2C(=O)N1CCCP(=O)(O)CCc1ccccc1	4.7	118	-4.7	118	2.3	97.7	95.5	-0.4%	-1.9%
O=C(c1ccccc1)N1CCC(c2nc3c(nnn3Cc3ccccc3Cl)c(=O)[nH]2)CC1	9.3	83	-9.3	83	39.2	61.9	22.6	-76.0%	-3.0%
COc1ccccc1-n1c(CNC(=O)c2ccco2)nnc1SCC(=O)Nc1cc(C)ccc1C	0.8	177	-0.8	177	9.6	89.0	79.3	-14.8%	-4.4%
Cc1nc(Sc2nnnn2C)c2c3c(sc2n1)CCC3	-1.1	91	1.1	91	-12.3	22.6	34.8	21.4%	-31.7%
CC(Sc1ccccc1)C(=O)Nc1cccc(N(C)S(C)(=O)=O)c1 (stereo not given)	-14.0	177	14.0	177	11.8	99.0	87.2	12.4%	-8.3%
CCOC(=O)c1cc(NC(=O)c2ccccc2)c(=O)oc1-c1ccccc1	-6.4	171	6.4	171	/	/	/	14.2%	-4.2%
O=C(CC1(O)C(=O)Nc2ccccc21)c1ccccc1O (stereo not given)	/	/	/	/	-13.9	79.8	93.8	-4.9%	-1.6%
COc1ccc(-c2nc(C#N)c(N3CCCCCC3)o2)cc1	8.0	153	-8.0	153	14.5	104.4	90.0	-44.6%	3.2%
Cc1cc(C)nc(N2CCC(C(=O)N3CCN(c4cc(Cl)ccc4C)CC3)CC2)n1	22.4	157	-22.4	157	-24.7	60.1	84.8	-63.2%	-30.6%
CCOc1ccc(N2C(=O)CC(n3ccc(C)n3)C2=O)cc1 (stereo not given)	9.0	143	-9.0	143	16.3	104.0	87.7	/	/
CCCN(Cc1cc2ccc(C)cc2[nH]c1=O)C(=O)c1cccnc1	-0.6	188	0.6	188	-2.1	88.6	90.7	0.5%	-5.3%
O=C1CCCC2=C1C(c1ccncc1)Nc1ccccc1N2 (stereo not given)	7.2	162	-7.2	162	-1.0	96.7	97.6	6.4%	-23.4%
O=C(Nc1ccccc1)N1CCC(C(=O)N2CCN(S(=O)(=O)c3cccc(F)c3)CC2)CC1	-6.5	112	6.5	112	4.2	83.7	79.5	-36.8%	-3.6%
O=C(Nc1ccnc(-c2cccnc2)n1)c1ccccc1Cl	-3.6	135	3.6	135	/	/	/	0.4%	-6.3%
Cc1ccc(Cn2nnc3c(=O)n(Cc4cccc(C)c4)cnc32)cc1	1.0	152	-1.0	152	0.7	109.9	109.2	8.8%	0.0%
CC(=O)OCc1c(F)c(F)c(-n2nc(C)cc2C)c(F)c1F	7.5	187	-7.5	187	6.3	102.0	95.7	8.4%	0.1%
CCc1nc2ccccc2c(C(=O)OCC(=O)Nc2ccc(S(=O)(=O)N3CCOCC3)cc2)c1C	/	/	/	/	-34.9	27.9	62.8	-35.7%	6.4%
O=C1CC(=O)CC(c2ccco2)C1	/	/	/	/	-0.1	89.0	89.1	5.6%	-5.0%
COc1ccc(-c2nnc(SCC(=O)NC(C)c3ccccc3)o2)cc1 (stereo not given)	5.7	70	-5.7	70	0.3	78.7	78.5	13.2%	-5.8%
CCOc1ccccc1Cn1c(=O)oc2ccc(C)cc21	16.6	137	-16.6	137	/	/	/	/	/
COc1ccc(C2=NN3C(=O)c4c(ccc(OC)c4OC)C3C2)cc1 (stereo not given)	8.5	120	-8.5	120	/	/	/	-3.5%	3.2%
COc1ccc2nc(SCC(=O)Nc3ccc(S(=O)(=O)N4CCCC4)cc3)c(C#N)cc2c1	1.8	220	-1.8	220	-17.2	6.0	23.2	-47.5%	-31.8%
Cc1cnn(-c2cc(N/N=C/c3ccc(F)cc3)ncn2)c1	-3.4	107	3.4	107	/	/	/	12.2%	-1.6%

Only PLAP inhibitors HTS, for two of the compounds above:
compound	PLAP inhibitors HTS
Cc1ccc(Cn2nnc3c(=O)n(Cc4cccc(C)c4)cnc32)cc1	8.8%
CCCN(Cc1cc2ccc(C)cc2[nH]c1=O)C(=O)c1cccnc1	0.5%

Following part
SMILES	IL1B NFkB pot	IL1B NFkB pot cell count 2 µM	IL1B NFkB inh	IL1B NFkB inh cell count 2 µM	MRP reversal	MRP reversal cytotoxicity	MRP reversal with doxorubicin	PLAP inhibitors HTS	Bcl-B TR3 displacers
C/C(Cn1cnc([N+](=O)[O-])n1)=N\NC(=O)c1ccc(F)cc1	-0.2	179	0.2	179	2.2	92.2	90.0	/	/
COC(=O)Cn1nc(-c2ccccc2)n(-c2ccccc2)c1=S	6.5	145	-6.5	145	6.2	93.4	87.3	8.1%	-3.6%
Cc1ccc(Cn2nnnc2CN2CCC(NC(=O)c3ccc(Br)cc3)CC2)cc1	7.6	162	-7.6	162	16.1	77.0	60.9	/	/
O=S(=O)(Cc1ccccc1)c1cnc2ccccc2n1	0.7	46	-0.7	46	-2.4	7.1	9.5	20.6%	-7.8%
COc1ccc(CC(=O)N2CCN(C(=O)c3ccco3)CC2)cc1	-0.2	94	0.2	94	19.7	108.2	88.4	-10.4%	-4.4%
COc1ccc(CCn2c(-c3ccco3)nc3ccccc3c2=O)cc1OC	13.3	164	-13.3	164	-15.1	38.6	53.7	12.2%	-10.5%
CC1CN(S(=O)(=O)c2cccs2)CC(C)O1 (stereo not given)	9.2	119	-9.2	119	2.2	96.9	94.8	-16.0%	-16.9%
Cc1nnc(SCC(=O)Nc2ccc3c(c2)OCCO3)n1CC1CCCO1 (stereo not given)	5.2	174	-5.2	174	10.3	102.1	91.8	-6.3%	3.0%
Cn1c(=O)c2c(nc(OCC3COC(C)(C)O3)n2Cc2ccccc2F)n(C)c1=O (stereo not given)	18.8	107	-18.8	107	/	/	/	-16.1%	-11.4%
Cc1cccc(OCCn2c(=O)sc3ccccc32)c1	5.6	137	-5.6	137	9.7	98.1	88.4	/	/
CC(C)c1ccccc1NC(=O)c1cccnc1	27.2	184	-27.2	184	10.3	93.0	82.7	-0.6%	6.3%
CC(Sc1nc2ccccc2s1)C(=O)N1CCOCC1 (stereo not given)	-11.1	134	11.1	134	21.3	98.6	77.3	-24.4%	-7.7%
N#CC1=C(C=Nc2ccccc2O)CCC1	0.4	137	-0.4	137	3.8	87.5	83.8	-0.6%	-1.1%
CC1CC(C)CN(C(=O)c2ccc3c(=O)n(Cc4ccc5c(c4)OCO5)c(=S)[nH]c3c2)C1 (stereo not given)	-5.3	134	5.3	134	2.4	82.8	80.3	-52.0%	-1.0%
CO/N=C/NC(=O)c1c(OC)ccnc1Oc1ccccc1	4.8	168	-4.8	168	/	/	/	-3.6%	-3.1%
c1ccc(C(CN2CCOCC2)c2ccccc2)cc1	5.8	123	-5.8	123	16.3	91.0	74.7	11.9%	-6.1%
O=C(CCN1CCN(C/C=C/c2ccccc2)CC1)Nc1ccccc1	19.6	88	-19.6	88	3.1	82.5	79.4	3.8%	-7.8%
NC(=O)C1CCN(C(=O)c2ccc(C(F)(F)F)cc2)CC1	-11.8	122	11.8	122	1.2	98.6	97.4	-7.8%	-8.6%
Clc1ccc(Cn2ncc3c(NCc4cccnc4)ncnc32)cc1	-15.1	115	15.1	115	-2.4	93.9	96.3	19.1%	-17.0%
CCC(=O)Nc1cccc(NC(=O)CSc2nnc(C3CC3)n2C)c1	5.9	184	-5.9	184	4.6	100.7	96.1	17.7%	-0.9%
CN(CC(=O)NCCC1=CCCCC1)S(=O)(=O)c1ccc2c(c1)c(=O)n(C)c(=O)n2C	12.8	62	-12.8	62	-3.7	91.1	94.8	-34.7%	0.2%
Cc1ccccc1-n1c(C)nnc1SCC(=O)N1CC(=O)Nc2ccccc21	/	/	/	/	-21.8	76.1	97.8	-17.3%	-4.2%
CCOc1ccccc1NC(=O)CSc1nnc(-c2ccccn2)n1Cc1ccco1	2.6	113	-2.6	113	8.7	79.2	70.5	-81.3%	-2.0%
CN(C)S(=O)(=O)c1cccc(C(=O)OCC(=O)Nc2sccc2C#N)c1	-12.3	151	12.3	151	/	/	/	-13.9%	32.1%
O=C(O)C1CCN(C(=O)c2scc3c2OCCO3)CC1	-4.6	139	4.6	139	-11.1	102.4	113.5	-3.1%	-4.9%
Cc1cc(C)n2nc(SCC(=O)Nc3c(C)n(C)n(-c4ccccc4)c3=O)nc2n1	-0.6	161	0.6	161	-2.6	92.7	95.3	-0.1%	0.4%
COc1ccc(CN(C(=O)c2oc3ccccc3c2C)C2CCS(=O)(=O)C2)cc1 (stereo not given)	20.3	159	-20.3	159	5.9	78.6	72.7	-55.3%	4.3%
COC(=O)C1=C(C)NC(=O)/C1=C\c1cc(C)n(-c2ccccc2C)c1C	13.1	92	-13.1	92	7.3	93.9	86.6	1.9%	0.4%
Fc1ccc(Cn2nnnc2CN2CCc3ccccc3C2)cc1	/	/	/	/	6.6	80.2	73.6	11.3%	6.4%
CC(=O)N(c1ccc2oc(=O)sc2c1)S(=O)(=O)c1cccs1	-0.9	116	0.9	116	-4.6	91.2	95.8	2.7%	3.0%
O=C(NCc1ccccc1)C12CC3CC(CC(C3)C1)C2	22.9	183	-22.9	183	10.5	99.3	88.8	-11.5%	-20.8%
CC1(C)OC(=O)C(=CNn2cnc3ccccc3c2=O)C(=O)O1	-19.0	113	19.0	113	1.2	98.7	97.5	14.3%	-2.6%
CC(=O)Oc1ccc2occ(C(=O)c3cccs3)c2c1	-4.2	91	4.2	91	15.4	95.8	80.4	10.8%	2.0%
COc1cc2c(cc1NC(=O)C(c1ccccc1)c1ccccc1)CCCC2	4.7	159	-4.7	159	12.9	90.7	77.8	6.8%	-14.2%
COc1ccccc1N=c1oc2c(OC)cccc2cc1C(=O)NCc1ccco1	2.0	135	-2.0	135	0.1	14.7	14.6	0.5%	3.6%
c1ccc(-c2noc(COc3ccc4c(c3)OCO4)n2)cc1	-6.8	144	6.8	144	-21.0	71.5	92.5	-42.8%	-3.5%
COc1ccc(NC(=O)CSc2nnc(C3CCCCC3)o2)c(OC)c1	-24.3	112	24.3	112	-3.5	98.4	101.9	-15.3%	10.5%
